High-throughput results from PubChem.
STAT1 activator: increases IFN-gamma driven STAT1 reporter signal | hit rate 2.6% among 200,000 | NIH 3T3 STAT1-luciferase reporter, luminescence; 100% = IFN-gamma alone, no compound | activation (% of control), % at 5.5 µM;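 active = activation above the screen-wide mean activation plus 3 SD, cut at about 130% in these data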;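 note: raw ratio to IFN-gamma control signal so 100% means no change and 0% no light; values of inactives mirror those of a sister screen read the other way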
Hsp70 activator: Hsp70 transcriptional activation, primary screen; HeLa Hsp70 promoter luciferase reporter, luminescence; scaled: vehicle 0, proteasome-inhibitor control 100%; activation, % at 10 µM; hit rate 0.04% among 200,000;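 active = activation above the mean across all tested compounds plus 3 SD, cutoff set per campaign, cut at about 5.5% in these data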;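 note: 100% = MG132 at 30 µM as the positive control and 0% = DMSO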
Efa HMGR inh: inhibitors of class II HMG-CoA reductase from Enterococcus faecalis | inhibition, % at 10 µM | hit rate 0.41% among 190,000 | purified E. faecalis HMGR, NADPH absorbance 340 nm kinetic;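 active = inhibition above a set limit, the median over all tested compounds plus 3 SD, cut at about 9.5% in these data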;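 note: enzyme runs in reverse so mevalonate oxidation gives rising NADPH absorbance; 0% = complete reaction with DMSO and 100% = background rate lacking mevalonate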
TLR4 MyD88 comp: blocks binding of human TLR4 to MyD88; hit rate 0.18% among 200,000; HeLa CL3-4 TLR4/MyD88 BLA complementation, FRET ratio; O00206+Q99836; inhibition, % at 8.4 µM; in the data active = inhibition above about 25%;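 note: 0% = vehicle and 100% = reference inhibitor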
Target sequence (O00206 whole entry, looked up): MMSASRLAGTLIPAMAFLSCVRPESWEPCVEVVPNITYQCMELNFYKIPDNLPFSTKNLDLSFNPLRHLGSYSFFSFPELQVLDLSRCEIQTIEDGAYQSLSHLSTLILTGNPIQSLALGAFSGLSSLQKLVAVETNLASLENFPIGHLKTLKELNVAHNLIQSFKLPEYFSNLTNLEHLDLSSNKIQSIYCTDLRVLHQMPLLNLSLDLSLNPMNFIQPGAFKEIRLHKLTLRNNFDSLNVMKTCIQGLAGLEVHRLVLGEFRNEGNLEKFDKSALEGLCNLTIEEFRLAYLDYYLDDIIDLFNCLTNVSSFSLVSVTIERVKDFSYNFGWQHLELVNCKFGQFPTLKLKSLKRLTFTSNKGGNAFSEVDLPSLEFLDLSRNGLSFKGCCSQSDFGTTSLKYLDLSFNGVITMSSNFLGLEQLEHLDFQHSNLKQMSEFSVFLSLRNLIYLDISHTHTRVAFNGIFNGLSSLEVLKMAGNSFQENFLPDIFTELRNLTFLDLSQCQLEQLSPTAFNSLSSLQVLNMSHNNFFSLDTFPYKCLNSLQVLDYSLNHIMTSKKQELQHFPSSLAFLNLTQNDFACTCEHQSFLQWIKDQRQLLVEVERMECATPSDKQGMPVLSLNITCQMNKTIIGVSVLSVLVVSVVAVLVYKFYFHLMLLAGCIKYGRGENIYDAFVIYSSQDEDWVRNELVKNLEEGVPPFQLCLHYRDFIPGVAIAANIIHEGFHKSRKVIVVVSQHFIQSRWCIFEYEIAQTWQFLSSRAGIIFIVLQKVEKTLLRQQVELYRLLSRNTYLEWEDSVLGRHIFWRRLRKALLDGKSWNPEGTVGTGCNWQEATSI
Target sequence (Q99836 whole entry, looked up): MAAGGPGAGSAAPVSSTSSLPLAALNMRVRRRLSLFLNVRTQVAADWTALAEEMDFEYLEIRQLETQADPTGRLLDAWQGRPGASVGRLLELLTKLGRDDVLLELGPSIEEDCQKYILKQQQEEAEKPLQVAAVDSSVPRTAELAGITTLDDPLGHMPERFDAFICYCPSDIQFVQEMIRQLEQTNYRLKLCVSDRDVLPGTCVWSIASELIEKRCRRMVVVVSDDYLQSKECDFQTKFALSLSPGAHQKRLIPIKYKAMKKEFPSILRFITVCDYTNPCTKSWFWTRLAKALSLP
STAT3 act: increases IL-6 driven STAT3 reporter signal; U3A cells, IL-6 STAT3-luciferase reporter, luminescence; 100% = signal with IL-6 EC80 alone; activation (% of control), % at 5.6 µM; hit rate 0.91% among 190,000; AID 871;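 active = activation above the screen-wide mean of compound activation plus 3 SD, cut at about 130% in these data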;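 note: 0% = background luminescence of wells with medium and substrate only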
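Material: STAT3-luciferase reporter U3A cells. Controls: IL-6-treated wells, 100% activation. Read-out: % activation versus median of IL-6-stimulated wells. Probe or stimulus: IL-6 stimulus at 33 ng/mL final. Timing: compound 1 h, then IL-6 6 h at 37 °C. Signal: reporter luminescence signal.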
NF-kB expr up: compounds increasing NF-kB expression in human neuronal cells; NF-kB reporter expression; hits give high values; fold change at 12.5 µM; hit rate 1.6% among 190,000; in the data active = fold change above about 3.3
STAT1 inh: reduces IFN-gamma driven STAT1 reporter signal. NIH 3T3 STAT1-luciferase reporter, luminescence. inhibition, % at 5.5 µM. hit rate 0.35% among 200,000. AID 920;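 active = inhibition above a set limit, the mean inhibition across all tested compounds plus 3 SD, cut at about 34% in these data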;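 note: 0% = IFN-gamma with DMSO and 100% = IFN-gamma with 300 µM nifuroxazide; values of inactives mirror those of a sister screen read the other way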
APP 5'UTR act: APP 5'UTR luciferase reporter activation; SH-SY5Y APP 5'UTR luciferase reporter, luminescence; zero percent = DMSO vehicle wells; activation, % at 2 µM; hit rate 1% among 190,000; AID 1276;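 active = activation above a set limit, based on mean plus 3 SD of controls, cut at about 140% in these data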; note: values of inactives mirror those of a sister screen read the other way
STAT3 inh: STAT3 signaling inhibition; U3A cells, IL-6 STAT3-luciferase reporter, luminescence; host cell line lacks STAT1; hit rate 0.89% among 190,000; inhibition, % at 5.5 µM;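 active = inhibition above the mean inhibition across all screened compounds plus 3 SD, cut at about 44% in these data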;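 note: 0% = DMSO only wells and 100% = 100 µM nifuroxazide control wells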
DTT redox prof: compounds producing H2O2 with reducing agent – biochemical, NIH compound library profiling, artefact control for MLSCN library redox annotation, primary screen. hit rate 0.03% among 200,000. DTT-dependent redox cycling H2O2, phenol red/HRP absorbance; 100% = 100 µM peroxide control, 0% = buffer. activation, % at 10 µM;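 active = activation of at least 50% relative to the plate's high and low controls in the primary single-dose screen; inactive = activation below 50%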;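 note: compound incubated with DTT at 0.8 mM final as the reducing agent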
Active calls of the source: *; . = no result given.

SMILES | STAT1 activator | Hsp70 activator | Efa HMGR inh | TLR4 MyD88 comp | STAT3 act | NF-kB expr up | STAT1 inh | APP 5'UTR act | STAT3 inh | DTT redox prof
CCOc1ccc(-n2cc(-c3ccccc3)c3c(=O)[nH]cnc32)cc1 | 95.7 | 0.3 | -3.6 | 7.8 | 90.9 | . | 5.0 | -0.4 | 16.1 | -0.9
CN(c1ccc(C(=O)N2CCOCC2)cc1)S(C)(=O)=O | 102.1 | -0.3 | 4.0 | -10.1 | 102.7 | 0.92 | -2.3 | 12.8 | -3.0 | 0.4
CCc1ccc(C(=O)COC(=O)c2cnc(C)cn2)cc1 | 97.6 | -0.4 | -5.8 | -1.7 | 105.5 | 1.07 | 1.2 | 8.7 | -1.0 | -0.5
COC(=O)C1CCN(C(=O)Cc2c(OC)ccc3cc(Br)ccc23)CC1 | 95.1 | -0.1 | -6.8 | 1.7 | 105.7 | 0.86 | 3.2 | 5.7 | 0.7 | -0.4
O/N=C(\c1ccc(Cl)cc1)c1cc2ccccc2o1 | 108.1 | 0.0 | -1.6 | 5.3 | 112.6 | 1.29 | -8.9 | 0.5 | -11.3 | 3.0
COc1cc(C(=O)Oc2ccccc2/C=N/NC(=O)c2ccc(Cl)cc2Cl)cc(OC)c1OC | 116.0 | 0.1 | 2.6 | 1.7 | 115.7 | 1.96 | -17.4 | -6.4 | -12.5 | -7.2
Cc1ccc(CN2CCN(Cc3cn[nH]c3-c3cccc(F)c3)CC2CCO)o1 (stereo not drawn) | 106.5 | 0.0 | -0.4 | -2.4 | 111.1 | 1.03 | -8.9 | -9.5 | -8.2 | -1.2
CCOC(=O)N1CCN(c2c(N3CCN(c4cccc(C(F)(F)F)c4)CC3)c(=O)c2=O)CC1 | 93.5 | 0.3 | -0.8 | 11.5 | 98.7 | 1.01 | 7.1 | -11.8 | 4.3 | 0.2
CCOc1ccc(NC(=O)Nc2cccn(Cc3ccccc3)c2=O)cc1 | 108.5 | 0.1 | -0.8 | 3.6 | 89.6 | 1.4 | -10.3 | 16.3 | 18.1 | -0.2
COc1ccc(-c2cc(C(F)(F)F)nc(SCC(=O)NCc3cnn(C)c3C)n2)cc1OC | 101.2 | -0.1 | 6.2 | 4.6 | 104.7 | 1.14 | -1.1 | -16.4 | -7.4 | -0.2
CCC1CCCCN1C(=S)NCc1ccccc1 (stereo not drawn) | 98.7 | -0.2 | -7.1 | -3.4 | 101.9 | 0.9 | 1.4 | 15.6 | 3.3 | -0.1
Cc1ccccc1-n1c(SCc2c(C)noc2C)nnc1-c1cccnc1 | 102.8 | -0.4 | -5.9 | 5.8 | 102.8 | 0.96 | -3.1 | -1.8 | 0.0 | 0.3
CC(OC(=O)c1ccccc1NCc1ccco1)C(=O)Nc1ncc(Cl)cc1Cl (stereo not drawn) | 92.6 | -0.1 | -3.8 | 12.7 | 103.5 | 0.87 | 9.2 | 0.1 | 0.2 | -2.6
COc1ccc(-n2c(=O)c(NC(=O)c3ccccc3)c3n(c2=S)CCCCC3)cc1 | 105.6 | -0.2 | 3.2 | -9.8 | 95.2 | 1.26 | -7.2 | -6.1 | 7.3 | -0.3
CC(C)NS(=O)(=O)c1ccc(NC(=S)NC(=O)c2ccc(-c3ccccc3)cc2)cc1 | 94.1 | -0.8 | -1.9 | -10.8 | 90.2 | 0.96 | 6.5 | 5.2 | 17.5 | 1.3
CCOCN(C(=O)Cn1c(C(C)O)nc2ccccc21)c1c(C)cccc1CC (stereo not drawn) | 109.2 | 0.1 | -10.8 | -0.1 | 104.6 | 1.03 | -6.3 | 12.6 | -3.3 | 0.4
CCc1cccc(CC)c1NC(=S)NCc1ccc2c(c1)OCO2 | 100.7 | -0.4 | -4.2 | -2.9 | 99.7 | 1.16 | -0.8 | 4.9 | 2.7 | -0.1
COc1ccc(-c2cc3nc(-c4ccccc4)cc(N4CCC5(CC4)OCCO5)n3n2)cc1 | 105.9 | 0.0 | -3.7 | 1.6 | 94.6 | 0.4 | -6.5 | -4.2 | 8.9 | 1.6
S=C(NCc1ccc(Cl)cc1)NN1CCOCC1 | 97.7 | -0.1 | -3.2 | 8.0 | 104.5 | 0.9 | 1.1 | -2.1 | 0.1 | -0.5
CC(C)(C)NC(=O)c1nc2nc(-c3ccccc3)cc(C(F)(F)F)n2n1 | 109.7 | -0.4 | 1.2 | 4.3 | 96.8 | 0.87 | -11.0 | -2.6 | 6.5 | -0.2
CCS(=O)(=O)Nc1ccc(Cc2ccc(NS(=O)(=O)CC)cc2)cc1 | 102.6 | -0.1 | -5.4 | 4.0 | 94.5 | 0.91 | -2.8 | 5.9 | 3.8 | 0.1
O=C(N1CCOCC1)N1CCC(n2nnc3ccccc32)CC1 | 103.0 | 0.4 | 0.1 | 0.7 | 105.7 | 0.81 | -2.6 | 7.5 | -0.2 | 0.6
Cc1cccc(OCc2nnc(SCC(=O)Nc3ccc(C)c(Cl)c3)o2)c1 | 100.7 | 0.1 | 2.3 | 6.2 | 103.1 | 1.02 | -0.8 | 28.5 | 6.3 | 4.2
CC(=O)Nc1ccc(OCC(O)CN2C(C)(C)CC(O)CC2(C)C)cc1 (stereo not drawn) | 102.4 | -0.5 | -3.5 | -11.8 | 101.0 | 1.04 | -2.7 | 4.1 | 2.4 | -0.1
Cc1ccc(-c2csc(NC(=O)CSc3nc(C)cc(=O)[nH]3)n2)cc1 | 92.8 | -0.1 | -2.2 | -2.1 | 95.9 | 2.64 | 7.8 | 21.9 | 5.1 | 0.0

Carrying on.
SMILES | STAT1 activator | Hsp70 activator | Efa HMGR inh | TLR4 MyD88 comp | STAT3 act | NF-kB expr up | STAT1 inh | APP 5'UTR act | STAT3 inh | DTT redox prof
Cc1cc(/C=C2/SC(=S)N(c3cccc(C(F)(F)F)c3)C2=O)c(C)n1-c1cccnc1 | 79.0 | -0.1 | . | 3.8 | 33.6 | . | 27.7 | 14.1 | 77.8* | 8.3
COc1cc(C)ccc1OCCCOc1ccccc1Br | 127.7 | 0.3 | -5.4 | 11.1 | 98.2 | 2.09 | -31.0 | 81.6 | 9.8 | -3.6
Cc1cc(C)c(NC(=O)COC(=O)C2CCC(=O)N2)c(C)c1 (stereo not drawn) | 93.9 | -0.4 | -2.1 | -5.2 | 97.5 | 1 | 5.8 | -0.2 | 5.4 | -1.9
O=C(Cc1ccc(-n2c(=O)c3ccccc3n(CC(=O)Nc3ccc(F)cc3F)c2=O)cc1)NCc1ccco1 | 95.3 | 0.1 | -10.2 | 1.8 | 100.3 | 1.1 | 5.1 | 1.4 | -0.7 | -2.6
CSc1nnc(SCC2=NNC(=O)SC2)s1 | 112.6 | 0.1 | -1.1 | 4.0 | 98.3 | 1.1 | -14.3 | 14.7 | 6.5 | -0.1
COC(=O)C(Cc1c[nH]c2ccccc12)NC(=O)CNC(C)=O (stereo not drawn) | 97.0 | -0.2 | -3.2 | 3.4 | 101.7 | 0.97 | 3.3 | -3.4 | -3.7 | -0.1
CCCc1sc(N2CCCC(C(N)=O)C2)nc1-c1ccccc1 (stereo not drawn) | 90.7 | -0.1 | -3.8 | -10.6 | 107.9 | 1.3 | 10.6 | -5.4 | -9.3 | -0.2
Cc1ccccc1-c1nnc(-c2ccc(Br)cc2)o1 | 149.9* | 0.0 | -10.1 | -4.1 | 100.6 | 2.98 | -54.6 | 68.9 | 2.2 | 2.8
Cc1nc2sc(C(c3cccs3)N3CCC(C(N)=O)CC3)c(O)n2n1 (stereo not drawn) | 94.3 | 0.0 | 2.3 | -7.6 | 111.7 | 0.99 | 6.3 | -0.4 | -8.7 | -0.4
CC(C)(C)c1nc(SCC(=O)NCc2cccs2)c2ccccc2n1 | 90.4 | 0.0 | 5.9 | 9.9 | 96.0 | 0.94 | 10.1 | -9.4 | 10.2 | 0.7
CCc1ccc(NC(=O)CSc2nnc(CNC(=O)c3c(F)cccc3Cl)o2)cc1 | 101.8 | -0.2 | 0.8 | -5.5 | 112.9 | 0.84 | -1.9 | 24.4 | -8.7 | -0.8
O=C1Nc2ccccc2N(O)N1c1cc(-c2ccc(Cl)cc2)[nH]n1 | 108.2 | -0.4 | -1.4 | -0.8 | 97.0 | 0.92 | -10.4 | 15.1 | 4.8 | -0.7
COc1cc(C2Nc3ccccc3C(=O)N2c2ccccc2OC)ccc1O (stereo not drawn) | 104.7 | 0.6 | -2.8 | 6.6 | 98.9 | 0.97 | -5.2 | 20.4 | 4.1 | 0.9
COC(=O)[C@@]1(Cc2ccc(F)cc2)[C@H]2c3cc(C(=O)N(C)C)n(Cc4ccc(OC)c(OC)c4)c3C[C@H]2CN1C(=O)c1ccccc1 | 103.3 | 0.2 | 1.0 | 9.4 | 102.5 | 0.78 | -3.6 | 9.0 | -5.9 | 0.1
COc1ccc(S(=O)(=O)N2CCN(CCC(=O)Nc3ccccc3F)CC2)cc1 | 97.9 | 0.1 | -1.4 | -9.3 | 107.2 | 1.04 | 2.3 | 2.8 | -2.4 | 0.5
Cc1ccc(Cn2ccc(NC(=O)c3cc(C)on3)n2)cc1 | 108.4 | -0.1 | -0.3 | 0.2 | 109.2 | 1.75 | -14.2 | . | -10.9 | 0.1
O=C(CN1C(=O)NC2(CCOc3ccccc32)C1=O)Nc1ccc2c(c1)OCCO2 (stereo not drawn) | 103.9 | -0.3 | 2.0 | -0.2 | 99.4 | 0.63 | -4.3 | -5.0 | 4.8 | 1.7
Cc1nn(C)cc1C(=O)NNC(=S)Nc1ccc(Cl)cc1 | 106.7 | 0.1 | -4.1 | 3.9 | 107.7 | 1.8 | -11.5 | -2.7 | 1.2 | -1.1
Cc1ccc(N(CC(=O)Nc2ccc(-c3nc4ccc(C)cc4s3)cc2)S(C)(=O)=O)cc1 | 139.7* | 0.1 | -3.2 | -4.2 | 106.1 | 1.85 | -46.7 | 121.1 | 2.9 | 2.7
Cc1cc(Cl)c(S(=O)(=O)NC(C(=O)O)C(C)C)cc1OCC(=O)NC1CCCCC1 (stereo not drawn) | 108.6 | -0.3 | -3.3 | 1.7 | 103.5 | 1.12 | -9.3 | -12.6 | 2.0 | 0.1
Cc1cccc(NC(=O)Cn2cnc3c(oc4ccccc43)c2=O)c1 | 99.8 | 0.2 | 2.3 | -11.2 | 100.9 | 1.24 | 0.4 | -7.0 | 7.4 | -0.5
CCOc1ccccc1OCC(=O)Nc1ccc(S(=O)(=O)N(C)C)cc1 | 95.7 | 0.1 | -3.6 | 4.2 | 103.2 | 0.74 | 4.7 | 3.2 | 5.2 | 2.7
CC(C)=Cc1oc2ccc([N+](=O)[O-])cc2c1N1CC(C)OC(C)C1 (stereo not drawn) | 106.8 | -0.4 | -2.2 | -2.0 | 105.8 | 1.39 | -8.5 | -3.0 | -5.4 | -0.2
